From PubChem BioAssay
LYPLA1 inh: LYPLA1 (human) inhibition in PME1 counter-screen; O75608; recombinant LYPLA1, FP-Rh probe fluorescence polarization; inhibition, % at 5.9 µM; 320,000 tested, 0.16% active;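 active = inhibition above the mean of all tested compounds plus 3 SD, set per campaign, cut at about 14% in these data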;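 note: inhibitors block serine hydrolase probe labeling of LYPLA1 so polarization falls; 0% = enzyme with DMSO and 100% = wells lacking LYPLA1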
EBNA-1 inhibitor: blocks EBNA-1 binding to DNA. EBNA-1 DNA binding, fluorescence polarization. inhibition, % at 14.8 µM. 300,000 tested, 0.34% active. AID 1950; in the data active = inhibition above about 28%
PAFAH1B3 inh: PAFAH1B3 (human) inhibition | recombinant PAFAH1B3, FP-rhodamine probe, fluorescence polarization | inhibition, % at 3.39 µM | 340,000 tested, 0.28% active;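 active = inhibition above the screen-wide average of all tested compounds plus 3 SD, cut at about 25% in these data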;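 note: 0% = enzyme with DMSO only and 100% = wells lacking PAFAH1B3 protein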
PAFAH1B2 inh: PAFAH1B2 (human) inhibition. P68402. recombinant PAFAH1B2, FP-rhodamine activity probe, fluorescence polarization. inhibition, % at 3.39 µM. 340,000 tested, 1.2% active. AID 492953;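 active = inhibition above the mean of all tested compounds plus 3 SD, cut at about 24% in these data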;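 note: 0% = enzyme with DMSO and 100% = wells lacking PAFAH1B2; many of its hits are not listed in these tables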
Target sequence (P68402 whole entry, looked up): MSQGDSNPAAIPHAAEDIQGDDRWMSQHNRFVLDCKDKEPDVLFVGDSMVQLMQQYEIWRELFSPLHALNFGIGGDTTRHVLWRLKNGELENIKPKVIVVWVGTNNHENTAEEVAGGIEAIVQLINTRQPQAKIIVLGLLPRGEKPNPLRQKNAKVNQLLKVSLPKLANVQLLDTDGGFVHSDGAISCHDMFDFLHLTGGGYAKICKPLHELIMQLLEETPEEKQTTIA
PREPL inh: human PREPL enzyme inhibition. recombinant PREPL, fluorescence polarization activity-based probe. Q4J6C6. inhibition, % at 5.96 µM. 320,000 tested, 0.68% active. AID 2751; in the data active = inhibition above about 43%;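 note: 0% = enzyme with DMSO and 100% = wells lacking enzyme; many of its hits are not listed in these tables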
Target sequence (Q4J6C6 whole entry, looked up): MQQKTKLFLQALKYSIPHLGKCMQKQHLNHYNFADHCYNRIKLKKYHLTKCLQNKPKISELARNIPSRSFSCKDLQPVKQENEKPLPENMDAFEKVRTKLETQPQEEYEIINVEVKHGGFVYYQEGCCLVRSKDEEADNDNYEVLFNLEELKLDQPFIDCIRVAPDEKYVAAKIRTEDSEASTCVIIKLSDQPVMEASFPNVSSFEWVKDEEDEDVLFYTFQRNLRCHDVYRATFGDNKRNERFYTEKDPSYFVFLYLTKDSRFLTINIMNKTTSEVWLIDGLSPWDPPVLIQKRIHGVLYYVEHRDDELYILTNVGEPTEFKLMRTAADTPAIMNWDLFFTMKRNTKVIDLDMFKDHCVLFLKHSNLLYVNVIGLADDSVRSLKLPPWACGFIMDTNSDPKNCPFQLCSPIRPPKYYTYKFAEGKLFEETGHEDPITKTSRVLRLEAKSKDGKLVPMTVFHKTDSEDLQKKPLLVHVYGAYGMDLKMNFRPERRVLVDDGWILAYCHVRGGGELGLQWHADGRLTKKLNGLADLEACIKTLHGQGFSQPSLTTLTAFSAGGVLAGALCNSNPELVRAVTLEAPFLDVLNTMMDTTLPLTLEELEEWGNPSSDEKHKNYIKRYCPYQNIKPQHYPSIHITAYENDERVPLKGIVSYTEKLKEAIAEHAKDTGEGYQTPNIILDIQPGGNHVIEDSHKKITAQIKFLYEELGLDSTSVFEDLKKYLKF
LYPLA2 counter: counter-screen for PME1 inhibitors: inhibitors of human LYPLA2; O95372; recombinant LYPLA2, FP-Rh probe fluorescence polarization; inhibition, % at 5.9 µM; 320,000 tested, 0.38% active; AID 2177;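 active = inhibition above the screen-wide mean plus 3 SD, limit set per campaign, cut at about 26% in these data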;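 note: 0% = LYPLA2 with DMSO and 100% = wells lacking LYPLA2 enzyme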
ZTA DNA inh: blocks Epstein-Barr virus ZTA, an EBNA-1 counter-screen; P03206; ZTA-DNA binding, fluorescence polarization; inhibition, % at 11 µM; 320,000 tested, 0.15% active; AID 2234; in the data active = inhibition above about 33%
PAFAH2 FP inh: PAFAH2 (human) inhibition | Q99487 | recombinant PAFAH2, FP-rhodamine activity probe, fluorescence polarization | inhibition, % at 3.39 µM | 340,000 tested, 0.99% active;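 active = inhibition above the mean over all tested compounds plus 3 SD, cut at about 30% in these data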;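 note: inhibitors block probe labeling of enzyme so polarization drops; 0% = enzyme with DMSO and 100% = wells lacking PAFAH2 protein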
pPAFAH inh: pPAFAH (human) enzyme inhibition; Q13093; recombinant pPAFAH, FP-rhodamine probe fluorescence polarization; inhibition, % at 3.39 µM; 330,000 tested, 1.5% active; AID 463082;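 active = inhibition above the mean inhibition across the screen plus 3 SD, cut at about 25% in these data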;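 note: inhibitors block binding of the rhodamine activity-based probe so polarization drops; 0% = enzyme with DMSO and 100% = wells lacking pPAFAH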
The depositor's hits bear a star; . = not tested or not shown. The list is partial; rates above refer to the full screens.

SMILES	LYPLA1 inh	EBNA-1 inhibitor	PAFAH1B3 inh	PAFAH1B2 inh	PREPL inh	LYPLA2 counter	ZTA DNA inh	PAFAH2 FP inh	pPAFAH inh
CC1(c2ccc3ccccc3c2)NC(=O)N(CC(=O)NCc2cccs2)C1=O (configuration not stated)	-1	3	8	-1	-11	3	5	-2	5
COc1cccc(C(=O)Nc2ccc(Cl)c(C(F)(F)F)c2)c1	-30	-4	2	4	-6	-34	-5	-17	-6
OCCCCc1nccc2c1[nH]c1ccccc12	-2	13	13	7	-4	5	6	-1	6
CC1=NN(c2ccccc2)C(=O)C1N=Nc1cccc(O)c1 (configuration not stated)	0	4	14	5	11	7	-2	1	18
CCOC(CNC(=O)c1ccc2c(c1)ncn2-c1cccc(F)c1)OCC	4	-6	5	-2	-3	6	0	0	14
CC(C)c1ccc(NC(=O)[C@H]2CSCN2C(=O)[C@@H]2CCC(=O)N2)cc1	0	-4	1	4	11	-6	-4	2	0
O=C(CCC(=O)c1cccs1)Nc1ccccc1F	1	9	4	1	5	7	-7	-29	-1
COc1ccc(NC(=O)COC(=O)c2cc(Cl)ccc2O)cc1S(=O)(=O)N1CCCCC1	-1	.	8	6	3	2	10	5	4
CCOc1ccc2[nH]c(C(=O)N/N=C/c3cccc(OC)c3OC)cc2c1	-11	9	5	4	21	-13	-15	-9	-10
C[N+]1(C2CCC3CCC2C3O)CCCC1 (configuration not stated)	-1	8	2	-1	-6	-9	15	7	3
CC(=O)c1cc(CN2CCN(Cc3ccc(C)cc3)C(CCO)C2)cs1 (configuration not stated)	-3	11	9	2	5	-1	-7	2	1
COc1ccc(C)cc1NC(=O)CNC(c1ccccc1)c1ccccc1	-7	-25	10	0	3	-12	-2	0	1
Nc1nc(CSc2nnnn2-c2ccccc2)nc(N2CCCc3ccccc32)n1	-5	2	5	-1	-9	-10	-25	10	-4
Cn1c(NCc2ccccc2)nc2c1c(=O)n(Cc1ccc(Br)cc1)c(=O)n2C	-2	-7	3	2	6	-5	10	7	5
Cc1nc2ccc(S(=O)(=O)NCC(=O)N3CCN(c4ccccn4)CC3)cc2s1	1	-5	14	4	-16	-3	-14	2	0
Cc1c(Cl)cccc1NC(=S)NCCCN(C)C	-1	-5	4	-1	2	0	-4	-2	2
Oc1ccc(Nc2nc(-c3cccnc3)cs2)cc1	1	-4	8	2	3	-7	-9	4	6
CC(=O)c1cc(-c2ccccc2)n(CC(=O)N2CCC(C)CC2)c1C	3	4	4	7	24	-1	-20	11	5
Cc1ccc(S(=O)(=O)NNC2CC(=O)N(c3ccc(Br)cc3)C2=O)cc1 (configuration not stated)	-4	6	3	3	3	-5	8	0	-2
O=C(c1ccc(Cl)cc1)C1CCN(C(=O)c2ccc(F)cc2)CC1	1	2	14	9	8	5	-2	6	2
C#CCOCCOCCOCCNc1nc(N2CCN(C(=O)C([C@@H](C)CC)n3cc(C(N)CC(C)C)nn3)CC2)nc(N2CCN(C(=O)[C@H](CCC(=O)O)n3cc(C(N)CC(C)C)nn3)CC2)n1 (some centres not stated)	-4	11	9	-2	3	-5	12	0	2
CNC(=O)c1cc(C(=O)c2ccc(F)cc2C(F)(F)F)c[nH]1	1	9	4	4	-9	-2	7	4	-2
Cc1nc(SCc2nc3ccc(Br)cc3[nH]2)c2oc3ccccc3c2n1	.	.	-16	-2	-19	.	.	-17	-14
O=C(COc1ccccc1)Nc1c(C(=O)N2CCC(N3CCCCC3)CC2)oc2ccccc12	1	-1	-2	6	2	1	-6	6	1
O=C(CCCCCn1c(=S)[nH]c2ccccc2c1=O)N1CCOCC1	0	5	-4	0	8	-2	-1	-3	-5
Continued:
SMILES	LYPLA1 inh	EBNA-1 inhibitor	PAFAH1B3 inh	PAFAH1B2 inh	PREPL inh	LYPLA2 counter	ZTA DNA inh	PAFAH2 FP inh	pPAFAH inh
Cc1ccc(N2C(=O)Nc3cc(Cl)c(Cl)cc3N2O)cc1Cl	-1	1	8	8	-4	0	2	6	0
COc1ccc(N2CCN(C(=O)CCCOc3cc(=O)n(C)c4ccccc34)CC2)cc1	1	0	6	6	15	31*	-13	-4	6
O=C1C=C(c2ccccc2Oc2ccccc2)C[C@@H](c2ccc3c(c2)OCO3)C1	-3	.	0	2	16	0	0	2	3
CC(=O)c1sc(NC(=O)CCCOc2ccccc2C)nc1C	1	2	3	0	-4	2	0	-5	-1
O=c1[nH]c(CSc2ncc(C(F)(F)F)cc2Cl)nc2cc(C(F)(F)F)ccc12	-8	3	3	-2	-4	0	5	-11	7
CN(C)/C=N/S(=O)(=O)c1ccc(Cl)c(Cl)c1	0	-8	3	-4	11	-1	1	-2	0
COc1ccc(Nc2ccnc3ccccc23)cc1	2	7	6	-4	8	-4	-1	-4	6
CC(=O)N1c2ccc(S(=O)(=O)NCC3CCC(C(=O)N4CCCC(C)C4)CC3)cc2CC1C (configuration not stated)	3	5	4	0	3	-4	-3	3	10
NNc1nc2sc3c(c2c(=O)n1Cc1ccccc1)CCC3	-3	-8	5	4	0	3	-28	24	1
CCOc1ccc(Cl)cc1Nc1nc(NCCO)nc(N2CCCC2)n1	-5	1	2	-5	-3	-1	1	-70	8
COc1ccc2nc(N3C(=O)CC(Cc4cc(C)cc(C)c4)C3=O)sc2c1 (configuration not stated)	-5	7	0	1	5	4	1	11	-2
COc1ccc(/C=C2\SC(=S)N(CCC(=O)N3CCCCC3CCO)C2=O)cc1 (configuration not stated)	1	-2	3	-4	42	0	-4	-2	2
COc1ccc(CC(=O)Oc2ccc(C(C)(C)C)cc2)cc1S(=O)(=O)N1CCOCC1	-3	-3	-7	8	30	3	5	2	0
CCC1C(=O)CC(c2ccco2)NC1c1ccco1 (configuration not stated)	-1	6	10	3	6	1	13	-1	-1
O=C(COC(=O)c1ccc2ccccc2n1)Nc1cccc(S(=O)(=O)NC2=NCCCCC2)c1	1	-4	10	5	35	-7	12	8	16
COc1cc(OC)c(CN2CCCN(C)CC2)cc1Br	-4	-1	6	0	7	7	0	0	-4
COCCCn1c2nc3ccccc3nc2c2c(=O)n(-c3ccccc3OC)c(C)nc21	4	-3	.	.	14	0	-17	.	-4
CC1Oc2ccccc2N(Cc2ccc(F)cc2)C1=O (configuration not stated)	2	1	11	4	-3	6	5	17	4
NC(=O)c1ccc(N2CCN(S(=O)(=O)c3cccs3)CC2)c([N+](=O)[O-])c1	.	.	0	5	-1	.	.	2	-4
Cc1ccc(C(=O)C[n+]2cc(Br)cc(Br)c2)cc1	1	-7	-2	3	22	6	-20	1	4
CC(C)(C)c1ccc(OCC(=O)N2CCN(c3ccccn3)CC2)cc1	-1	.	5	16	-10	-1	-1	6	16
C/C(=N\NC(=O)CC1N=C(Cc2ccccc2)NNC1=O)c1ccncc1 (configuration not stated)	-2	5	8	9	10	0	0	7	7
O=c1[nH]c(/C=C\c2cccnc2)c([N+](=O)[O-])c(=O)[nH]1	3	3	7	7	-5	-3	10	5	2
CN(CC(=O)NC1CCCc2ccccc21)S(=O)(=O)c1ccc2c(c1)c(=O)n(C)c(=O)n2C (configuration not stated)	1	-9	-1	1	10	-3	-4	-10	3
O=C(NC(CO)C(O)c1ccc([N+](=O)[O-])cc1)C(Cl)Cl (configuration not stated)	-1	2	2	-1	1	2	-5	7	1
Following part
SMILES	LYPLA1 inh	EBNA-1 inhibitor	PAFAH1B3 inh	PAFAH1B2 inh	PREPL inh	LYPLA2 counter	ZTA DNA inh	PAFAH2 FP inh	pPAFAH inh
O=C(COC(=O)CCC(=O)c1ccc(Cl)cc1)NCC1CCCO1 (configuration not stated)	4	-4	1	3	17	5	-17	-2	10
O=C(Nc1nccs1)c1cc2cc(Cl)ccc2oc1=O	0	-1	-1	8	-5	2	8	2	8
CC1CN(S(=O)(=O)c2ccc(Cl)c(C(F)(F)F)c2)CC(C)O1 (configuration not stated)	1	4	4	-1	13	4	9	0	-2
Cc1nc(NCc2ccccn2)c2ccccc2n1	1	-10	6	-1	16	-4	15	-6	-2
Cc1cc(C)nc(SCc2nnc(SCC(N)=O)n2Cc2ccco2)n1	2	5	7	0	-5	5	-6	-13	-1
COc1ccc(O)c(/C=N/NC(=O)CCC(=O)Nc2cccc(C)c2)c1	1	8	5	5	2	2	19	6	7
Cc1ccc(C(=O)NCCc2nnc3ccc(SCC(=O)N4CCCCC4)nn23)cc1	1	-6	-1	7	10	6	-7	2	9
Cc1ccc(S(=O)(=O)n2cnc3ccccc32)cc1	-1	7	11	1	3	1	2	-4	-3
COc1ccc(CCNC(=O)C/C(C)=N/NC(=O)c2cnccn2)cc1	3	-2	5	-3	4	6	-8	3	1
O=C(NNC(=O)c1ccc[nH]1)c1cc(Cl)cc(Cl)c1	-1	9	6	5	3	4	4	-2	6
CCCCNC(=O)CNC(=O)c1nn(-c2ccc(OC)c(Cl)c2)c(=O)c2ccccc12	-1	-11	0	-2	6	4	-9	-9	2
Cc1nnc(SCC(=O)N(CCC#N)c2ccc3c(c2)OCCO3)s1	-1	.	8	4	9	-5	11	-1	-2
COC(=O)c1cc2c(ccn2-c2ccc(F)cc2)n1CC(C)C	9	2	10	-7	14	7	0	3	9
O=C(Cc1ccccc1)N/N=C/c1ccc(S(=O)(=O)O)o1	14	10	11	3	1	-1	6	3	-2
O=C(CNS(=O)(=O)c1ccccc1)Nc1cccc([N+](=O)[O-])c1	0	-6	0	5	-6	3	8	9	4
CCC(C)(C)NC(=O)C(c1ccc(O)cc1)N(CCOC)C(=O)CCC(=O)Nc1nccs1 (configuration not stated)	4	6	10	6	5	4	-3	13	4
COc1ccc(-c2c[n+]3c(n2-c2c(C)n(C)n(-c4ccccc4)c2=O)CCCCC3)cc1	-1	10	-3	8	5	9	1	2	3
COc1ccc(Sc2nc3ccccc3n3c(C(F)(F)F)nnc23)cc1	-2	7	5	6	1	5	47*	1	5
Cc1ccc(C(C)NC(=O)c2cc(C)oc2C)cc1 (configuration not stated)	-2	-15	4	12	6	-6	5	-7	-5
COc1ccc(C(=O)CSc2nc3ncccc3[nH]2)cc1OC	1	5	.	.	4	-1	-8	.	1
CCOc1nc(Nc2ccc(OC)c(Cl)c2)nc(N2CCN(c3ccc(OC)cc3)CC2)n1	-4	2	4	0	23	1	-4	-1	5
CCOC(=O)c1cc(CC)sc1NC(=O)CC1Sc2ccc(C(F)(F)F)cc2NC1=O (configuration not stated)	-1	1	-8	1	-1	-3	-6	8	0
O=C(CSc1nnnn1C1CC1)Nc1ccc(S(=O)(=O)N2CCOCC2)cc1	1	.	6	3	0	7	-9	0	-2
CCOc1ccccc1N(CC)C(=O)c1ccc2c(=O)n3c(nc2c1)CCCCC3	0	0	0	5	5	-1	-6	11	3
Cc1nc2cc(-c3cccc(F)c3)nn2c(C)c1CCC(=O)N1CCN(c2ccccn2)CC1	0	6	0	0	13	1	17	-7	7
C=CCOc1ccc(CNn2nnnc2N)cc1	-2	-7	5	-3	6	0	-9	4	0
Cc1ccc(C(=O)NCC(=O)N2CCN(S(=O)(=O)c3cccs3)CC2)s1	1	12	-5	2	2	1	16	14	4
N#CC1(NC(=O)COC(=O)c2cc(O)c3ccccc3c2O)CCCCC1	-4	-4	50*	16	19	4	-1	21	13
Nc1ccc(Sc2nc3ccccc3[nH]2)cc1	1	3	11	4	3	-8	15	-1	0
O=C(c1ccc2c(c1)OCCO2)N1CCN(c2ncc(C(F)(F)F)cc2Cl)CC1	3	-7	0	-5	11	3	-6	1	-1
